Bioassay records: PubChem, several laboratories
RmlC RmlD mix: RmlC and RmlD coupled enzyme inhibitors, primary screen, biochemical, 384-well, compound mixtures, retest. RmlC/RmlD coupled enzyme inhibition, 384-well mixture HTS. inhibition, % at 5.5 µM. hit rate 0.39% among 110,000. AID 1532, 2009; in the data active = inhibition above about 30%, passing the limit was not always enough; note: strong numbers were not always called active
HIV RNase H inh: HIV-1 RT RNase H inhibitors, primary screen, biochemical, fluorescence; Gag-Pol polyprotein (Human immunodeficiency virus type 1 group M subtype B (isolate …; RT-RNase H RNA/DNA duplex cleavage; inhibition, % at 10 µM; hit rate 1.9% among 65,000; in the data active = inhibition above about 50%
* hit, by the source's call; · = not tested or not shown; & = joins results of further samples. Only part of the results is shown, so the mix of outcomes need not match the whole.

Structure | RmlC RmlD mix | HIV RNase H inh
COc1ccc(S(=O)(=O)N(CC(=O)NCc2ccco2)C2CCCCC2)cc1OC | -18 | 5
OCCN1CCN(c2ncnc3c2sc2nc(N4CCOCC4)c4c(c23)CCC4)CC1 | -1 | -24
CCOC(=O)c1c(NC(=O)CCC(=O)NCc2ccco2)sc2c1CCCC2 | 14 | -4
C/C(=N\NC(=O)c1ccc(Cl)cc1)c1ccc(Br)s1 | 6 | ·
CC(=O)Nc1ccc(Oc2ncccn2)cc1 | -4 | ·
COc1cc2c(C(=O)N3CCCc4ccccc43)cn(C)c(=O)c2cc1OC | -11 | -11
Cc1ccccc1NC(=O)N1C2CCC1CC(O)(c1cccnc1)C2 (stereo not given) | 17 | ·
Cc1nn(-c2ccccc2)c(CC(C)(C)C(=O)O)c1C(=O)O | -16 | -11
CCCCCOC(=O)C1=C(C)Nc2ncnn2C1c1cccs1 (stereo not given) | -9 | ·
COc1cc(C2N(c3ccc(Cl)c(Cl)c3)C(=O)C3CCCN32)cc(OC)c1OC (stereo not given) | -6 | -14
Cc1ccc(C(=O)CCNc2ccccc2)o1 | -4 | -14
Cc1cc2cc(CNC(=O)c3cc4ccccc4o3)ccc2n1C | 3 | 12
N#Cc1cn(CC(=O)NCC2CCCO2)c2ccccc12 (stereo not given) | 5 | -1
CN(C(=O)C1CCOC1)c1nnc(-c2ccncc2)s1 (stereo not given) | 48* | -4
Cc1ccc(S(=O)(=O)CCC(=O)N2CCN(c3ccc(Cl)cc3)CC2)cc1 | -7 | ·
CN(C)C(=O)Oc1ccc(-c2nnco2)cc1 | 2 | -5
CC(C(=O)N1CCc2ccccc21)N1CCc2ccccc2C1 (stereo not given) | -13 | -12
CCOc1ccc(C(CC(=O)O)NC(=O)C23CC4CC(CC(C4)C2)C3)cc1 (stereo not given) | -13 | ·
Cn1c2c(c(=O)n(C)c1=O)C(C(F)(F)F)(C(F)(F)F)N=C(c1ccc(Cl)cc1)N2 | -3 | ·
Cc1cc2c(c(=O)n1CC1CCCO1)C(c1ccco1)C(C#N)=C(N)O2 (stereo not given) | -9 | -2
CC(=O)/C=C\c1cn(-c2ncc(C(F)(F)F)cc2Cl)c2ccccc12 | 8 | ·
Cc1cc2c([nH]c3ccccc32)c2c1OC(C)(C)C=C2 | 15 | ·
CC(=O)Oc1ccc(NC(=O)C2CCCCC2)c(C(=O)O)c1 | 10 | 10
C[c-]1[c-](C)[c-](C)[c-](C)[c-]1C.[Fe].c1cc2nccc(N3CCCC3)[c-]2c1 (stereo not given) | -3&3 | ·
CCOC(=O)c1ccc(-n2c(=O)[nH]c3ccccc3c2=O)cc1 | 17 | 0
Cc1cc(C)c(C#N)c(Oc2ccc(F)cc2)n1 | -1 | ·
CCCCOCCCNC(=O)C1CCCCC1 | 14 | -12
CCCOc1ccc(OCCOCCN2CCc3ccccc3C2)cc1 | 6 | ·
CCOC(=O)Cc1nnn(CC(=O)OCC)n1 | -7 | ·
CCOC(=O)c1ccc(NC=C2C(=O)OC3(CCCCC3)OC2=O)cc1 | -9 | ·

Three entries already listed, sorted by heavy-atom count, falling:
Structure | RmlC RmlD mix | HIV RNase H inh
CCCOc1ccc(OCCOCCN2CCc3ccccc3C2)cc1 | 6 | ·
CCCCCOC(=O)C1=C(C)Nc2ncnn2C1c1cccs1 (stereo not given) | -9 | ·
CCOC(=O)Cc1nnn(CC(=O)OCC)n1 | -7 | ·

Returning to the listing, repeating the six entries before the break.
Structure | RmlC RmlD mix | HIV RNase H inh
CCOC(=O)c1ccc(-n2c(=O)[nH]c3ccccc3c2=O)cc1 | 17 | 0
Cc1cc(C)c(C#N)c(Oc2ccc(F)cc2)n1 | -1 | ·
CCCCOCCCNC(=O)C1CCCCC1 | 14 | -12
CCCOc1ccc(OCCOCCN2CCc3ccccc3C2)cc1 | 6 | ·
CCOC(=O)Cc1nnn(CC(=O)OCC)n1 | -7 | ·
CCOC(=O)c1ccc(NC=C2C(=O)OC3(CCCCC3)OC2=O)cc1 | -9 | ·
N#C/C(C(=O)c1ccccc1)=C1/CCCCCN1 | -7 | -11
Cc1cccc(NC(=O)Cc2coc3ccc4ccccc4c23)n1 | 38 | ·
CC(=O)C1=C(C)NC(=O)NC1c1ccccc1 (stereo not given) | -15 | -9
Cc1cc(NC(=O)CCC2CCCCC2)no1 | -3 | ·
Brc1ccc(CSc2nnc(-c3ccccn3)n2Cc2ccco2)cc1 | 5 | -48
CCOC(=O)c1ccc(NC(=O)CCOc2ccccc2)cc1 | -19 | ·
CCn1c(CNc2ccc(Cl)cc2)nnc1SCC(=O)OC1CCCCC1 | -6 | ·
O=C(Nc1ccccc1)N1C(=O)C2(OCCO2)c2ccccc21 | 0 | -8
O=C(Nc1nnc(C2CC2)s1)c1cccc(S(=O)(=O)N2CCc3ccccc32)c1 | -7 | 39
C=CCSc1ccsc1C(=O)O | -4 | ·
Cc1c(C(=O)O)oc2c1ccc1ccccc12 | 5 | -7
N#CCCn1cc(/C=C(\C#N)c2nc3ccccc3s2)c(-c2ccc(F)cc2)n1 | 5 | ·
Cn1ncc(C#N)c1/N=C/N(Cc1ccccc1)Cc1ccccc1 | 8 | -16
Cc1cc(=O)n2nc(N3CCCC(C(=O)NCCC4=CCCCC4)C3)sc2n1 (stereo not given) | 4 | -4
O=C(CSc1n[nH]c(-c2ccccc2)n1)Nc1ccc(Br)cn1 | -15 | ·
Cc1noc(C)c1CSc1nnc(-c2ccncc2)n1-c1cccc(Cl)c1C | -11 | -14
CCOc1ccccc1C(=O)N/N=C/c1cccc2cccnc12 | 5 | ·
COc1ccc(CNC(=O)Cn2cc([N+](=O)[O-])nc2C)cc1 | -10 | ·
COCCn1c(N)c(C(=O)Nc2sc3c(c2C(=O)OC)CCCC3)c2nc3ccccc3nc21 | 9 | 8
Cc1ccc(CN2[C@@H](CC(C)C)COCCS2(=O)=O)cc1 | -7 | ·
CN(C)CCNC(=O)CN1C(=O)COc2ccc(C(C)(C)C)cc21 | 3 | ·
O=C(NCc1csc(-c2ccccc2)n1)c1ccco1 | 2 | 6
Cc1ccc(Cl)cc1NC(=O)CCC(=O)Nc1cc(Cl)ccc1C | 5 | ·
C=CCSC1=C(C#N)C(c2ccccc2Cl)CC(=O)N1 (stereo not given) | -9 | -2
O=C(CCCN1C(=O)c2ccccc2C1=O)NCC1CCCO1 (stereo not given) | -4 | ·
Cn1c(=O)c2c(nc(Sc3n[nH]c(N)n3)n2Cc2ccccc2Cl)n(C)c1=O | -35 | -6
CC(C)(C)NC(=O)CC(CC(=O)O)c1ccccc1 (stereo not given) | -8 | -5
Cc1ccc(Nc2nc(N)nc(CSc3nnnn3-c3ccccc3)n2)cc1 | -11 | -8
Cn1c(SCC(=O)Nc2ccc3nc(SCC(=O)N4CCCC4)sc3c2)nnc1-c1ccccc1 | -7 | ·
CN(C)S(=O)(=O)Nc1ccccc1C(N)=O | 7 | -13

More structures:
Structure | RmlC RmlD mix | HIV RNase H inh
CN(C)C(=O)[C@@H]1C[C@H]1[C@@H](NC(=O)OCc1ccccc1)c1ccccc1 | -38 | ·
Cc1nc2cc(-c3ccc(F)cc3)nn2c(N2CCOCC2)c1C | · | -3
CCCCNC(=O)c1onc(CSc2ccc(F)cc2)c1C(=O)O | 22 | ·
O=C(CCC(=O)Nc1ccccc1)NNC(=O)c1ccco1 | 16 | ·
Cc1ncc([N+](=O)[O-])n1CC(C)O (stereo not given) | -8 | ·
COc1ccc(N(Cc2cc3ccc(C)cc3[nH]c2=O)C(=O)c2ccco2)cc1 | 9 | 3
O=C(CCN1CCN(CCC(=O)c2ccccc2)CC1)c1ccccc1 | · | -6
CCOC(=O)Cn1c(=O)oc2cc(S(=O)(=O)Nc3c(C)cc(C)cc3C)ccc21 | -6 | -1
CCCCCCC(=O)Nc1nc(C)c(-c2csc(Nc3ccc(Cl)cc3)n2)s1 | -12 | ·
Nc1c(C(=O)NCC2CCCO2)c2nc3ccccc3nc2n1-c1ccccc1 (stereo not given) | 43 | -16
CCCNC(=O)NC(=O)CSc1ncc(C(F)(F)F)cc1Cl | -9 | 4
CCCn1nc(CC(=O)OCC)c2ccccc2c1=O | -7 | ·
CC(C)(C)NC(=O)CSC(=Nc1ccc(F)cc1)NC#N | -17 | ·
O=C1OCCC1Sc1nnc(-c2cccc(Br)c2)o1 (stereo not given) | 9 | ·
CC(=O)O[C@]1(C(C)=O)CC[C@H]2[C@@H]3C=C(Cl)C4=CC(=O)CC[C@]4(C)[C@H]3CC[C@@]21C | 2 | -5
COC(=O)c1c(C)nc(C)c2c(=O)oc3ccccc3c12 | -12 | 2
CCc1nnc(NC(=O)c2cccnc2)s1 | -11 | ·
C/C(Cc1ccccc1)=N\NC(=O)CCCCCC(=O)N/N=C(\C)Cc1ccccc1 | -8 | ·
O=C(COC(=O)c1ccccn1)NC12CC3CC(CC(C3)C1)C2 | -10 | ·
COC(=O)c1ccccc1OC(=O)c1ccc(Br)o1 | 4 | -32
C[C@H]1C=C(C(=O)O)O[C@@H](OCc2ccc(CO)cc2)C1 | -9 | ·
CCN(CC)c1ccc(/C=N/N2CCN(Cc3cccc4ccccc34)CC2)c(O)c1 | 0 | ·
Cc1cc(CNC(=O)Cc2c(F)cccc2Cl)nn1C | 5 | -4
CN(C)CCCN1c2ccccc2CCc2ccccc21 | 9 | 1
COc1ccc(Cl)cc1N/C(N)=N/c1nc(CSc2ccc(C)cc2)cc(=O)[nH]1 | -15 | ·
COC(=O)c1ccc(CSc2nnc3sc4ccccc4n23)o1 | 7 | -30
CC(=O)OC(C(=O)NCc1ccco1)c1cccnc1 (stereo not given) | 8 | 3
CCOc1ccc(Oc2cc(C)nc(SC)n2)nn1 | 8 | ·
Cc1c(C(=O)NCc2ccc3c(c2)OCO3)sc2nc(-c3ccccc3)cn12 | -3 | -3
CC(C)(C)NC(=O)CN(C(=O)CSc1nnc(COc2ccccc2)o1)c1cccc(F)c1 | -10 | ·

The results go on.
Structure | RmlC RmlD mix | HIV RNase H inh
COc1ccc(CCNC(=O)c2sc(=S)n(C)c2N)cc1 | -14 | -1
CCN(CC)C(=O)CSc1nc(O)cc(=O)n1-c1ccccc1OC | 13 | -5
CCCn1c(=O)c2ccccc2n2c(SCC(=O)/C(C#N)=C(\C)N)nnc12 | -11 | -22
CCOC(=O)N1CCN(C(=O)C(NS(=O)(=O)c2cccc3nsnc23)c2ccccc2)CC1 (stereo not given) | 10 | -10
O=C(CNS(=O)(=O)c1ccccc1)OCC(=O)c1ccc(OC(=O)c2ccccc2)cc1 | -153 | ·
COc1ccc(Cn2cnc3c([N+](=O)[O-])c(C)c(C)cc32)cc1 | 15 | ·
CC(C)CC(=O)Nc1nc2ccc(S(=O)(=O)N3CCOCC3)cc2s1 | 6 | ·
Cc1ccccc1OCc1nc2ccccc2c(=O)n1N | -4 | ·
O=C(CN1C(=O)c2ccccc2S1(=O)=O)N1CCN(c2cccc(Cl)c2)CC1 | -13 | 1
COC(=O)CCc1c(C)c(C(=O)c2ccco2)c2ccccn12 | 1 | -14
CCOc1ccccc1NC(=O)C1CCCN(S(=O)(=O)c2cccc3cccnc23)C1 (stereo not given) | -11 | -37
Cc1ccc(NC(=S)NC2CC3CCC(C2)N3Cc2ccco2)cc1C (stereo not given) | -9 | ·
NC(=O)C1CCN(CCC(=O)Nc2ccc(Br)cc2)CC1 | -8 | -8
COc1ccc(Cl)cc1CSc1n[nH]c(C)n1 | 9 | -79
c1ccc(-c2nn3c(-c4ccncc4)nnc3s2)nc1 | · | 64*
O=Cc1c(N2CCCCCC2)nc2ccccn2c1=O | 0 | ·
C/C(=N\OC(=O)c1ccc(Cl)cc1)c1sc(-c2ccccc2)nc1C | 1 | ·
CCOc1ccc(N(CC(=O)NCc2ccco2)S(=O)(=O)c2ccc(OC)c(OC)c2)cc1 | -13 | -1
C=CCOC(=O)C1=C[C@H](c2csc3ccccc23)C[C@H](OCc2ccc(CO)cc2)O1 | -56 | ·
Cc1ccccc1OCCn1nc(C(=O)O)c2ccccc2c1=O | 6 | -67
COc1ccc(-n2nnc3c(=O)n(CC(=O)NCC4CCCO4)cnc32)cc1 (stereo not given) | -6 | -5
NC(=O)C1CCN(c2oc(-c3ccccc3F)nc2S(=O)(=O)c2ccc(Cl)cc2)CC1 | -8 | 13
CC(=O)c1c(C)nn(CC(O)COc2ccc3c(c2)CCC3)c1C (stereo not given) | 8 | -8
c1ccc(-c2cc3n(c2)CCc2ccccc2-3)cc1 | 6 | ·
O=C(Cc1ccccc1)NC(Nc1ccccc1)C(Cl)(Cl)Cl (stereo not given) | 13 | ·
Cc1c(C(=O)OCC(C)C)[nH]c2c1C(=O)CC(c1cccs1)C2 (stereo not given) | -8 | ·
O=C(C(c1ccccc1)c1ccccc1)N1CCN(Cc2ccco2)CC1 | 10 | ·
CCc1ccc2[nH]c(=O)c(C(c3nnnn3CCOC)N3CCN(c4ccccc4)CC3)cc2c1 (stereo not given) | 2 | -4
COc1ccc2[nH]c(=O)c(CN(C3CCCCC3)C(c3nnnn3Cc3ccco3)C(C)C)cc2c1 (stereo not given) | · | 51*
CCOC(=O)CC1=C(C(=O)OCC)C(c2cccs2)C(C#N)=C(N)O1 (stereo not given) | -8 | ·
O=S(=O)(c1cccc(S(=O)(=O)N2CCN(c3ncccn3)CC2)c1)N1CCOCC1 | -9 | -10
Cc1ccc(S(=O)(=O)c2c(C)cc(C)nc2Cl)cc1 | 4 | ·
O=c1[nH]c(C2CCCN(S(=O)(=O)c3ccccc3)C2)nc2c1nnn2Cc1ccccc1F (stereo not given) | -29 | -2
